# PLCb3 inh = PLC-beta3 (human) inhibition, primary screen; Purified PLC-beta3, fluorogenic substrate, fluorescence; inhibition, % at 12.2 µM; actives 0.18% (n = 370,000); Q01970; in the data active = inhibition above about 11%;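 also: 0% = median of compound wells on plate and 100% = full blocker control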
# ARFGAP1 inhibitor = inhibitors of rat ARFGAP1; actives 0.26% (n = 360,000); inhibition, % at 16.5 µM; Arfgap1-stimulated ARF1 GTP hydrolysis, GDP FP detection; AID 651572;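 active = inhibition above a per-plate limit, mean inhibition of low control wells plus 3 SD, cut at about 25% in these data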;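 also: 0% = DMSO wells with enzyme and 100% = wells lacking Arfgap1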
# Target sequence (Q62848 1-136 limits assumed): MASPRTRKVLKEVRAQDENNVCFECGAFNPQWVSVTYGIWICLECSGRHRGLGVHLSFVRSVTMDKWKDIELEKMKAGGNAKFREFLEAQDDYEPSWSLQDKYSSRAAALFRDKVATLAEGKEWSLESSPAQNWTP
#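 Material – truncated rat Arfgap1 GAP domain · Buffer or medium – HEPES-based buffer, pH 7.5 · Reagent – human ARF1(Δ1-17)-GTP substrate · Dosing – 16.5 µM single point, 1.26% DMSO · Schedule – GTP hydrolysis reaction 2 h at 25 °C · Technique – GDP detection by fluorescence polarization · Benchmarks – No-Arfgap1 wells (100%) versus DMSO full-reaction wells (0%) · Repeats – single replicate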
# HGIII-sPLA2 inh = Blocks human group III sPLA2 activity. Q9NZ20. QFRET BODIPY PC-A2 liposome hydrolysis, fluorescence. inhibition, % at 12.2 µM. actives 0.56% (n = 370,000);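 active = inhibition above mean plus 3 SD of compounds lying within the high and low control bounds, cut at about 19% in these data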;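 also: 0% = median of test compound wells and 100% = no enzyme DMSO wells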
# UHRF1 binding = human UHRF1 methylated DNA binding inhibitors. Q96T88. UHRF1 binding to methylated oligo, TR-FRET. inhibition, % at 4.4 µM. actives 0.75% (n = 370,000); in the data active = inhibition above about 21%;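 also: UHRF1 SRA domain binding a hemimethylated CpG hairpin DNA probe; 0% = median of test compound wells and 100% = reference inhibitor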
# ASAP1 inh = blocks human ASAP1-stimulated Arf1 GTP hydrolysis | inhibition, % at 16.5 µM | Q9ULH1 | actives 0.19% (n = 360,000) | GDP FP detection; in the data active = inhibition above about 25%;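 also: 0% = vehicle with enzyme and substrate and 100% = no enzyme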
# proKLK7 act = activators of human kallikrein-7 zymogen | actives 0.9% (n = 370,000) | activation, % at 7 µM | purified proKLK7, EDANS-DABCYL substrate fluorescence; 100% is mature enzyme control, 0% vehicle | AID 652039 | P49862;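 active = activation above the mean of all tested compounds plus 3 SD, computed per campaign excluding outliers beyond control limits, cut at about 13% in these data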
# Target sequence (P49862 whole entry, looked up): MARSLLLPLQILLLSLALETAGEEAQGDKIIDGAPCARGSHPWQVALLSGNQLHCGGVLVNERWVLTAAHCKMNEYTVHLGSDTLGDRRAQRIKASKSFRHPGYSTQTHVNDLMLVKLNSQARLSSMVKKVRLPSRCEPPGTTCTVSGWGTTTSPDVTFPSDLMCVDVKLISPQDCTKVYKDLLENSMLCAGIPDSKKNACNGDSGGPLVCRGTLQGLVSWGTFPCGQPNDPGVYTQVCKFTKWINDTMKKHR
# PLC-gamma1 inh = blocks human PLC-gamma1 enzyme activity; P19174; AID 720700; purified PLC-gamma1, fluorogenic substrate, fluorescence; inhibition, % at 12.2 µM; actives 0.84% (n = 370,000); in the data active = inhibition above about 9.5%
# DDE Tn6 FP inh = disrupts Tn6 cyclic peptide binding to fibrin D-Dimer-E complex | Fibrin DD(E) TRITC-Tn6 fluorescence polarization displacement | AID 720509 | actives 0.21% (n = 370,000) | P02675 | inhibition, % at 8.3 µM;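 active = inhibition above a per-campaign cutoff: mean of compounds within control limits plus 3 SD, cut at about 15% in these data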;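 also: 0% = median of all compound wells on the plate and 100% = blocking peptide control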
# Target sequence (P02675 whole entry, looked up): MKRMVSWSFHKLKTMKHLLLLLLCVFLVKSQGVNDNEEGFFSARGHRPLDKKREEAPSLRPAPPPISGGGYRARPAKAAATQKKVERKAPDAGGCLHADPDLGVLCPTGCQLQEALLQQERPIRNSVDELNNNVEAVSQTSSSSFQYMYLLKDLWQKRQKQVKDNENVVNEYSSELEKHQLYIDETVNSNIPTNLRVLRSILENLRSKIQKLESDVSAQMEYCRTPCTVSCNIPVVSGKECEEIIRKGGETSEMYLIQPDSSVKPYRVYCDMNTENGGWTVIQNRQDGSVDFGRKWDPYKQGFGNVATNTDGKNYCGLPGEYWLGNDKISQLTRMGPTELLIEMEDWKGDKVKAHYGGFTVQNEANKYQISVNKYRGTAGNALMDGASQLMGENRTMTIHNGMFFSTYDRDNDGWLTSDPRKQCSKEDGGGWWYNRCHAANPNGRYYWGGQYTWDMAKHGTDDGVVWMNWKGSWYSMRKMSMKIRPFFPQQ
# Rev-erbA mod = Rev-erb alpha (human) modulation | P20393 | Rev-erbα–FITC-DNA binding, fluorescence polarization, 90 min | activity, % at 10 µM | actives 0.79% (n = 370,000);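 active = activity above about 14%, limit read from the data; passing the limit was not always enough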;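 also: 0% = DMSO wells with 35 nM protein and 100% = DMSO wells with 750 nM protein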
# Tn7 DDE FP = DD(E)-Tn7 binding inhibition, primary FP screen | actives 0.13% (n = 370,000) | P02675 | FP displacement of FITC-Tn7 peptide from fibrin DD(E); 0% = median of compound wells per plate | inhibition, % at 8.3 µM;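 active = inhibition above the mean of compounds falling within the control limits plus 3 SD of them, cut at about 14% in these data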;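 also: 0% = plate median of compound wells and 100% = 10 µM Aha-Tn7 peptide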
#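 Measure: % inhibition scaled between sample-field median and high-control FP; Test system: human fibrin DD(E); Quantity: 2 µM final DD(E) protein; Doses: one dose, 8.3 µM nominal; Schedule: compound with protein 10 min, then 3 h after probe, room temperature; Detection: fluorescence polarization; Medium: Tris buffer with calcium and detergent, pH 7.8.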
# Starred values were filed as active, the others as inactive; i = inactive; x = no result given.
item	PLCb3 inh	ARFGAP1 inhibitor	HGIII-sPLA2 inh	UHRF1 binding	ASAP1 inh	proKLK7 act	PLC-gamma1 inh	DDE Tn6 FP inh	Rev-erbA mod	Tn7 DDE FP	molecule
1	-1	-4	-1	-1	-4	-0.1	2	1	5	1	O=C(CC1NCCNC1=O)Nc1ccc2c(c1)OCO2 (stereo not drawn)
2	3	1	-28	-2	8	-0.1	3	-5	7	-2	CC(C)[C@H](NS(=O)(=O)c1ccccc1)C(=O)OCC(=O)Nc1ccccc1Sc1ccccc1
3	0	-6	-16	-4	-9	0.2	0	5	-4	5	CCCN(CC(=O)Nc1ccccc1C)C(=O)C1CCN(c2ncnc3sc(C)c(C)c23)CC1
4	2	8	-4	0	11	0.4	0	0	2	6	O=C(NC1CC1)c1ccc(F)cc1Cl
5	1	2	3	2	7	-0.4	-1	-4	-4	-9	Cc1ccccc1N(CC(=O)NC(C)(C)C)C(=O)c1ccc(-c2ccccc2)[nH]1
6	-380	4	-7	-9	7	0.0	-272	3	-7	-1	O=c1cc(-c2ccc(O)cc2)oc2ccc(O)cc12
7	2	-1	-1	2	-6	-0.2	-1	5	5	3	CC(C)(C)OC(=O)NCC(=O)NCC(=O)OCc1ccccc1
8	1	-1	-6	1	-2	-0.7	3	-3	4	-2	COc1ccc(C(=O)NCc2ccccc2)cc1Br
9	-7	-1	-16	-2	11	0.9	-4	-1	1	1	CC(=O)Nc1ccc(S(=O)(=O)Nc2cccc(C(=O)Nc3ccccc3C(=O)O)c2)cc1
10	-6	-8	2	-4	-7	0.0	3	-2	-2	-2	O=C(O)[C@H]1CCCC[C@H]1C(=O)Nc1ccc(S(=O)(=O)N2CCCCC2)cc1
11	-2	18	-5	1	4	0.4	-3	-1	0	0	COc1cc(NC(=O)CSc2nnnn2Cc2ccccc2)cc(OC)c1
12	-3	-2	0	-2	-5	0.2	3	10	0	5	CCn1nc(C(=O)OCC(=O)c2ccc(F)cc2)c2ccccc2c1=O
13	-1	-1	-4	0	-2	-0.1	-2	2	5	-2	N#Cc1nc(COc2ccc(Cl)cc2Cl)oc1N1CCN(c2ccccc2)CC1
14	-33	-5	-10	0	-2	-1.8	-15	0	-2	5	O=C(Nc1ccccc1)Nc1cccc2ccccc12
15	-8	5	3	1	-11	0.4	0	8	-6	0	Cc1ccc(CNC(=O)C2CCCN2C(=O)Nc2cccc(Cl)c2)cc1 (stereo not drawn)
16	-2	-3	-2	3	-5	0.2	4	-9	-2	1	CSCCC(NS(=O)(=O)c1ccc2c(c1)oc(=O)n2C)C(=O)NCc1ccccc1 (stereo not drawn)
17	0	9	3	3	0	0.0	5	4	-4	-12	CCOc1ccc(C(=O)CSCCC(=O)O)cc1
18	-2	0	-5	-3	2	-0.1	-5	6	-2	-2	CC(=O)OCCNc1nc(-c2ccccc2)nc2ccccc12
19	1	-9	7	0	3	0.3	1	3	2	2	Cc1ccc(Cn2nnc3c(=O)n(CC(=O)N4CCCCC4)cnc32)cc1
20	-8	-7	3	6	-3	0.4	2	9	0	6	O=C(NCC1CCCO1)c1ccc(S(=O)(=O)Nc2ccc(F)cc2)cc1 (stereo not drawn)
21	3	8	1	3	8	0.4	6	-9	3	-5	Cc1cc(C)cc(NC(=O)C2CCCN2/C=C/C(=O)C(F)(F)F)c1 (stereo not drawn)
22	-3	-5	2	0	13	0.2	2	10	3	-3	CC(=O)NC(=S)Nc1ccc(S(=O)(=O)Nc2ncccn2)cc1
23	-5	5	-1	-1	-7	-0.4	-4	3	-4	0	CS(=O)(=O)N(Cc1ccc(F)cc1)Cc1nc2ccccc2c(=O)[nH]1
24	-4	-1	0	2	-4	0.3	0	0	-2	3	CC1CC(C)CN(CCCNC(=O)Cn2cccc2C(=O)c2ccccc2)C1 (stereo not drawn)
25	2	-11	7	1	-9	0.1	4	-3	1	-5	CC(=O)C1(C)C(=O)N(c2ccc(F)cc2)C(=O)N1c1ccc(F)cc1 (stereo not drawn)
26	0	18	-4	5	12	0.6	0	-2	0	-3	O=C(Cn1cccc1C(=O)c1ccccc1)NCc1ccc2c(c1)OCO2
27	0	16	8	-10	0	0.3	2	-8	1	9	COCCCN1C(=O)C(=O)/C(=C(/O)c2ccc(C)cc2)C1c1ccccc1 (stereo not drawn)
28	-14	-1	2	2	2	-0.5	4	3	10	1	O=C(O)c1cc(C(=O)O)cc(N2C(=O)CSC2=S)c1
29	-3	12	5	3	9	0.3	2	-1	5	-5	CCOC(=O)c1sc2nc(C)nc(N3CCCCC3C)c2c1C (stereo not drawn)
30	i	-2	-9	6	-3	-0.9	i	-6	-7	-7	O=S(=O)(O)c1cccc2cccc(Nc3ccccc3)c12
31	-4	-4	1	9	1	0.4	1	2	5	9	Cc1ccccc1OCCCCCCN1CCNCC1
32	-9	2	6	0	8	-0.3	-1	2	6	-3	Cc1cc(C)c(NC(=O)CSc2nnnn2-c2cccnc2)c(C)c1
33	2	0	1	-4	11	-0.5	2	9	-2	2	O=C(NCCc1ccc(F)cc1)Nc1ccc2c(c1)OCO2
34	5	5	10	3	3	0.2	-1	2	7	0	O=C(CN1C(=O)CCSc2ccccc21)Nc1ccc(F)cc1
35	-111	11	-1	-13	3	1.1	-97	1	2	-14	Nc1ccc(/C=C/C(=O)c2cccs2)cc1
36	-4	6	15	-1	10	-1.0	-2	-2	0	-5	Cc1ccc2ccc(C(Nc3ccccc3)c3ccc(C(C)C)cc3)c(O)c2n1 (stereo not drawn)
37	0	10	-2	2	0	-0.1	0	3	5	-8	Cc1ccnc2nc(C(=O)OCC(=O)Nc3ccc4c(c3)OC(F)(F)O4)nn12
38	-33	2	-1	-1	-2	1.3	-20	3	x	0	CCOC(=O)Cn1ccc(-c2ccccc2)c(C#N)c1=O
39	-11	5	3	4	-5	0.1	-3	-3	-5	-1	OCCC1CN(Cc2cnc(-c3cccc4ccccc34)nc2)CCN1C1CCCCC1 (stereo not drawn)
40	-6	-5	4	0	-6	0.2	0	7	0	5	Cc1noc(C)c1COc1ccc(CC(=O)NCCc2ccccn2)cc1
41	-2	15	4	0	-5	0.0	4	7	-2	-6	Cc1nc2nc(SCC(=O)NCCCN3CCCCC3)nn2c(C)c1Cc1ccccc1
42	-4	-1	-1	1	9	0.7	9	9	-6	-1	CN1CC(=O)Nc2ccc(Br)cc2C1=O
43	-8	-7	-3	-3	-3	-0.4	-1	6	4	-3	C/C(=N/NC(=O)c1ccccn1)c1ccc(O)cc1
44	-3	3	-5	-1	-10	0.0	4	6	-4	5	Cn1nc(C(F)(F)F)c(-c2ccc(Br)cc2)c1NC(=O)c1ccco1
45	-10	10	3	2	1	-0.6	0	-3	4	4	CN(C)CCCN(C(=O)c1ccc2ccccc2c1)c1nc2cc3c(cc2s1)OCO3
46	3	-10	1	-1	1	0.7	-1	6	5	13	COc1ccc(S(=O)(=O)NCC2CCCO2)cc1NC(=O)c1ccc(Cl)cc1 (stereo not drawn)
47	2	-8	3	0	-6	0.0	-1	-3	-5	3	O=C(C[C@H]1C/C=C\CCCCC(=O)OC[C@H]2CCCN2C1=O)N[C@H](CO)Cc1ccccc1
48	0	0	-3	0	7	-0.3	-3	-1	3	-2	CCc1ccc(C2C(C#N)=C(N)N(N3CCOCC3)C3=C2C(=O)CC(C)(C)C3)s1 (stereo not drawn)
49	0	-15	-5	-1	-13	0.1	2	3	-3	-3	O=C(NN1C(=O)C2C3C=CC(C4CC34)C2C1=O)c1ccc(Cl)cc1 (stereo not drawn)
50	-4	-2	-32	1	-3	0.4	1	2	-1	-1	CCOC(=O)c1c(C)n(C)c2ccc(OCC(O)Cn3c(C)nc4ccccc43)cc12 (stereo not drawn)
51	0	7	8	0	-2	0.8	3	4	-5	-3	C=CCN(CC=C)C(=O)c1cccc(OC2CCN(CC(C)(C)C)CC2)c1
52	0	-6	-7	-1	4	-0.1	-2	0	2	5	C=C1CC(C)OC(c2ccccc2OCC(O)CN2CCCCC2)C1 (stereo not drawn)
53	-2	2	2	-3	-1	-0.7	0	5	2	-1	Cc1ccc(CNC(=O)COC(=O)c2ccc(S(=O)(=O)N(C)C)cc2)cc1
54	-4	8	2	1	-13	-0.1	1	5	0	10	COc1ccc(C2(c3ccc(OC)cc3)NC(=O)N(CC(=O)NC(C)C)C2=O)cc1

# The order is random. About 4.5% of those tested had a hit in this group.
